High-throughput results (PubChem BioAssay)
PLK1 PBD block: blocks phosphopeptide binding to human PLK1 polo-box domain. P53350. Plk1 PBD binding of FITC phosphopeptide, fluorescence polarization. Potency, µM, for inactives: max response, negative = inhibition, most hits filed as inhibitors. 360,000 compounds, 2.8% hits. AID 720504; also: potency is read from the fitted curve at half-maximal effect; series mostly up to about 57 µM; % is scaled to controls: 0 for no effect and ±100 for the full control effect; nearly all actives have a fitted effect of over 65% in size
Target sequence (P53350 whole entry, looked up, the tested form may be a part): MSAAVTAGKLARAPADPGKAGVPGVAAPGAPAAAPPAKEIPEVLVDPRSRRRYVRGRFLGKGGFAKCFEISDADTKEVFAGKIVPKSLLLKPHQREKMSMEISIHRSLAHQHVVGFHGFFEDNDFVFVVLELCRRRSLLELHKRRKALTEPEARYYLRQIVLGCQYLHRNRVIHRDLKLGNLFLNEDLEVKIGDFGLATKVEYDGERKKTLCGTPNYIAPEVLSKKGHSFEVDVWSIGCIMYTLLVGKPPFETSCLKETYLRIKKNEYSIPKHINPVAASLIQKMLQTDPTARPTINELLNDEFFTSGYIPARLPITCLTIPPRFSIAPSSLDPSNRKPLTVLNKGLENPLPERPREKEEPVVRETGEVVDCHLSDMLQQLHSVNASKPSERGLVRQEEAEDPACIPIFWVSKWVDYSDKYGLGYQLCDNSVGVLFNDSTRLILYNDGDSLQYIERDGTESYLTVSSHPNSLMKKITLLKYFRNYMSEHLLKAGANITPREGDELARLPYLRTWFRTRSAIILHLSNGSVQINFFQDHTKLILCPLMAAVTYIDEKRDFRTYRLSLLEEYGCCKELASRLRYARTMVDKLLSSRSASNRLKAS
Abeta rescue: restores growth of yeast expressing A-beta42 peptide; Potency, µM (top dose mostly 46.1 µM), for the others: at the highest dose growth rescue, usual class: activators; yeast expressing A-beta42, growth rescue, OD600, 48 h; response scale: 0% DMSO, 100% iron-clioquinol control; 410,000 compounds, 0.063% hits; AID 1347071; also: potency is read from the fitted curve at half-maximal effect; nearly all actives have a fitted effect of over 55% in size
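Yeast A-beta toxicity model in growth medium with pinned compounds, 48 h at 30 C; growth read as absorbance at 600 nm. Normalized to FeCl3/clioquinol equimolar mix (positive) and DMSO (negative).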
PI5P4K alpha inh: blocks human PI5P4K alpha kinase activity | 330,000 compounds, 1.2% hits | P48426 | max response, % | PI5P4Kalpha enzyme, ADP-Glo luminescence, 60 min; active compounds read low; active = max response of -50% or lower; inconclusive = between -30% and -50%; inactive = -30% or higher; also: value at the top dose of about 77 µM; % is scaled to controls: 0 for no effect and ±100 for the full control effect
Target sequence (P48426 whole entry, looked up): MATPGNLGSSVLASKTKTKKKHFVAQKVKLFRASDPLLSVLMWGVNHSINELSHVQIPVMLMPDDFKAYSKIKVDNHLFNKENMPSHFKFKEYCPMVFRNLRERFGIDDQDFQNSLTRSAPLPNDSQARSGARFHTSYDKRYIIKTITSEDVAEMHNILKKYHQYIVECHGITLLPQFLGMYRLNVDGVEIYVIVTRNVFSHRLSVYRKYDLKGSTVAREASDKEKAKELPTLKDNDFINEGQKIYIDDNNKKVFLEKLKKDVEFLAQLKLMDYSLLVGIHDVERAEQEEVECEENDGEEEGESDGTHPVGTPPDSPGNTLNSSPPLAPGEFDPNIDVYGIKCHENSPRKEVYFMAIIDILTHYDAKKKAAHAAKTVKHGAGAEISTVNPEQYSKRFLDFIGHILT
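qHTS, 1536-well: enzyme/substrate mix, compound by pin tool, 5 microM ATP final; RT 60 min; ADP-Glo reagents 1 (45 min) then 2 (30 min); luminescence.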
EPAC1 ag: activates human EPAC1 exchange factor; O95398; EPAC1 agonist qHTS, biochemical assay; response scale: 100% = response to 6.5 mM cAMP; Potency, µM (doses to about 154 µM), without a hit: at the highest dose activation, hits mostly activators; 360,000 compounds, 0.073% hits; AID 720707; also: potency is read from the fitted curve at half-maximal effect; nearly all actives have a fitted effect of over 60% in size
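Read-out is the fluorescence drop as BODIPY-GDP leaves Rap1B (480 nm excitation, 540 nm emission), recorded every 5 minutes over 30 minutes. Reactions held 100 nM EPAC1, 250 nM Rap1B–BODIPY-GDP and 50 uM GDP, with 6.5 mM cAMP setting full activation.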
IL-2 act: activators of IL-2 | 360,000 compounds, 0.065% hits | AID 652025 | IL-2 activation reporter assay, cell-based qHTS; stimulated with anti-CD3/CD4/CD28 beads; in transgenic mouse T cells | activation, % (series mostly up to about 46 µM); in the data active = activation above about 50%; inconclusive = mostly about 30% to 49%; also: 0% is about no effect
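Quantitative HTS in unstimulated transgenic mouse T cells, with memory T cells as non-tolerant control and PMA/ionomycin as tolerance-bypass control. Compound pretreatment lasted 60 minutes before 18 h bead stimulation; EGFP/DsRed fluorescence read.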
EPAC1 antagonist: EPAC1 (human) antagonism. O95398. EPAC1 GEF assay, Rap1b-BODIPY-GDP exchange fluorescence. Potency, µM (top dose mostly 115 µM), inactives show at the top dose activity change, negative = inhibition, usual class: inhibitors. 360,000 compounds, 0.14% hits;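 also: potency is read from the fitted curve at half-maximal effect; plate controls were vehicle for no effect and positive control for full effect; nearly all actives have a fitted effect of over 50% in size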
WRN helicase inh: blocks human WRN helicase; Potency, µM (titrated, usually from 114 µM), without a hit: at the highest dose activity change, negative = inhibition, actives largely listed as inhibitors; Q14191; WRN helicase unwinding, fluorescent forked duplex, kinetic; 360,000 compounds, 0.46% hits; also: potency is read from the fitted curve at half-maximal effect; % is scaled to controls: 0 for no effect and ±100 for the full control effect; nearly all actives have a fitted effect of over 55% in size
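Screening of the MLSMR collection measured strand separation of a quenched forked DNA duplex (100 nM) by 20 nM WRN with 2 mM ATP, all final. Compounds were preincubated with enzyme 15 min at room temperature.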
FUS yeast rescue: FUS proteinopathy suppression in yeast | S. cerevisiae FUS-expressing, growth rescue, OD600, 24 h | Potency, µM (doses to about 76.6 µM), inactives show top-dose growth rescue (activation), hits mostly activators | 390,000 compounds, 0.24% hits | AID 1347120;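 also: potency is read from the fitted curve at half-maximal effect; plate controls were DMSO vehicle for no effect and reference control for full effect; nearly all actives have a fitted effect of over 55% in size; some results filed as inactive show a strong effect at the top dose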
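Compound concentration series was pinned onto galactose-induced FUS-expressing yeast seeded at OD 0.005. Plates sat 24hr at 30C; absorbance at 600 nm gave growth. DMSO served as background control.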
* marks the source's active call; other numbers are inactive results; ? = inconclusive; . = no result given; [ ] = another dose, or the depositor's remark. Unless noted, calls follow the shape of the dose curve; as a rule, active = well fitted curve in the direction sought with a large enough effect; inconclusive = small, poorly fitted or top-dose-only effect, or another doubt; inactive = no such curve, though single readings can be large; an effect the other way counts as inactive or inconclusive. Rows were taken by chance. Share with any hit: about 4.1%.

A first look (2 entries):
no.	compound	PLK1 PBD block	Abeta rescue	PI5P4K alpha inh	EPAC1 ag	IL-2 act	EPAC1 antagonist	WRN helicase inh	FUS yeast rescue
1	N#CCCN(C(=O)COC(=O)C1CCN(S(=O)(=O)c2ccccc2C(F)(F)F)CC1)c1ccccc1	-11.2%	7.6%	0.7	0.0%	-0.1	7.1%	0.8%	34.6%
2	CCOc1cc(/C=N/O)cc(Cl)c1OC	-3.5%	13.8%	-0.1	-4.9%	0.2	-7.2%	-9.8%	-6.6%

The whole of this part, from the first entry:
no.	compound	PLK1 PBD block	Abeta rescue	PI5P4K alpha inh	EPAC1 ag	IL-2 act	EPAC1 antagonist	WRN helicase inh	FUS yeast rescue
1	N#CCCN(C(=O)COC(=O)C1CCN(S(=O)(=O)c2ccccc2C(F)(F)F)CC1)c1ccccc1	-11.2%	7.6%	0.7	0.0%	-0.1	7.1%	0.8%	34.6%
2	CCOc1cc(/C=N/O)cc(Cl)c1OC	-3.5%	13.8%	-0.1	-4.9%	0.2	-7.2%	-9.8%	-6.6%
3	COc1ccc(NC(=O)CCC(=O)N/N=C/c2ccc([N+](=O)[O-])s2)cc1	-14.0%	-83.4%[inhibitor]	-1.4	-15.7%	-4.6	0.1%	-20.5%	.
4	C#CCN(C[C@@H]1[C@@H](OC(=O)NCc2ccco2)[C@@H](OC(=O)NCc2ccco2)CN(C(=O)OC(C)C)N1C(=O)OC(C)C)S(=O)(=O)c1ccc(C)cc1	?	-8.2%	-4.3	-15.9%	-1.8	-3.7%	-2.1%	?
5	CCC(C)(C)NC(=O)CN(C(=O)CCC(=O)Nc1nccs1)c1ccc2c(c1)OCO2	-10.2%	-4.9%	4.9	6.5%	1.0	9.1%	3.5%[57.1 µM]	-10.1%
6	Cc1ccc(C(=O)CNc2ccccc2C)cc1	-2.8%	4.6%	9.7	-3.3%	-3.2	0.0%	-4.0%	.
7	CCc1cccc(NS(=O)(=O)c2ccc3c(c2)n(C)c(=O)n3C)c1	-4.3%	-5.6%	-6.6	-5.4%	-4.5	-22.0%	1.2%	19.3%
8	CCCCNC(=O)C1(C)CCCCN1C(=O)c1cc(C#N)cs1 (stereo unspecified)	-7.9%	-12.2%	0.2	-0.1%	-0.2	-8.7%	-4.8%	-28.3%
9	COc1ccc(NC(=O)CN(C)C(=O)C(CCSC)NC(=O)c2ccccc2)cc1 (stereo unspecified)	-5.6%	-6.1%	-1.4	7.4%	-1.4	5.9%	4.9%	-17.8%
10	COc1ccc(-c2cc(-c3ccccc3)n3ncnc3n2)cc1	-2.3%	-33.3%[inhibitor]	5.6	0.5%	-1.4	-12.8%	5.6%	10.7%
11	O=C(c1cc(-c2ccc(F)cc2)on1)N1CCOCC1	7.9%	2.0%	-5.6	8.8%	0.4	-17.4%	-7.0%	-7.6%
12	CCN=C(NCC)SC1CC(=O)N(c2cccc(OC)c2)C1=O (stereo unspecified)	-7.1%	-2.3%	.	0.4%	1.4	6.7%	2.6%	4.5%
13	CN(Cc1ccccc1)C(=O)c1[nH]cnc1C(=O)Nc1ccccc1F	0.8%	-3.2%	1.3	-2.3%	-2.7	7.9%	4.7%	-7.2%
14	Nc1cccc(C(=O)O)c1	-5.7%	-19.4%	4.6	-25.0%	-0.1	15.8%	-1.0%	-24.4%
15	CC(C)(C)[C@H]1CCC(=O)N([C@H](CSc2ccccc2)Cc2ccccc2)CC1	-19.0%	18.5%	-1.1	-15.6%	-0.6	-5.9%	-2.6%	15.1%
16	O=C(c1ccco1)N(CCC(c1ccccc1)c1ccco1)Cc1ccccc1 (stereo unspecified)	?	3.5%	-59.7*	2.4%	-0.6	89.1µM*	?	29.2%
17	C[C@H]1COc2cccc(N3CCC[C@H]3CO)c2S(=O)(=O)N1	4.7%	5.6%	-0.5	2.6%	-0.7	13.3%	3.0%	-7.4%
18	O=C(Nc1ncc2c(n1)CC(c1ccccc1)CC2=O)c1ccco1 (stereo unspecified)	1.4%	13.5%	.	-1.2%	-0.9	-2.8%	-4.9%	27.0%
19	Cc1nc2ncnn2c(C)c1CCC(=O)N1CCOCC1	-6.2%	-6.1%	.	4.8%	-4.3	10.3%	6.9%	18.6%
20	CC(C)CC(=O)NC(=S)Nc1ccc(S(=O)(=O)N2CCN(C)CC2)cc1	-1.6%	-3.5%	10.3	-1.3%	-0.3	-12.8%	-10.0%	-20.5%
21	CC(C)[C@H](NC(=O)N1c2ccccc2NC(=O)[C@@H]1C(C)C)C(=O)N[C@H](Cc1ccccc1)C(=O)O	9.8%	2.2%	-0.6	-7.5%	-0.5	-24.3%	-4.2%	0.3%
22	Cc1ccc(S(=O)(=O)N(CC(=O)N/N=C/c2cccc(C)c2)c2cccc3cccnc23)cc1	-1.8%	1.3%	-3.5	2.9%	0.5	0.5%	4.8%	-18.5%
23	O=S(=O)(c1ccc(Cl)nc1)N1CCN(Cc2ccc3c(c2)OCO3)CC1	-1.8%	4.2%	-6.6	3.2%	0.0	-0.8%	11.4%	6.5%
24	Cc1cc2cc(CCNC(=O)c3cccs3)c(=O)[nH]c2cc1C	5.7%	25.1%	-1.1	4.2%	-0.8	-6.3%	-5.1%	-13.7%
25	CCN(CC)CP(=O)(c1ccccc1)c1ccccc1	-6.2%	14.2%	-1.8	0.1%	0.9	2.8%	2.8%	3.7%
26	COc1cc2c(cc1NC(=O)CN(C)Cc1cccc(OC)c1OC)oc1ccccc12	-6.0%	-35.5%[inhibitor]	17.8	18.3%	-3.7	-15.2%	-27.3%	.
27	CC(=O)Nc1ccc(S(=O)(=O)NCCC(=O)OCCN2C(=O)c3ccccc3C2=O)cc1	-1.4%	1.7%	.	7.8%	-1.9	4.7%	-3.5%	-5.4%
28	O=C(N1CCOCC1)N1CCN(S(=O)(=O)N2CCCCC2)CC1	-3.8%	11.9%	1.8	2.7%	-0.4	-7.0%	-6.2%	9.9%
29	O=C(CN1CCN(Cc2ccc(Cl)cc2)CC1)N/N=C/c1ccccc1F	-0.9%	9.0%	1.0	5.9%	0.5	4.4%	-3.8%	14.0%
30	N=C1CCC(=N)c2c1c(O)c1ccccc1c2O	?	-20.5%	-71.8*	18.2%	0.5	?	31.6µM*	16.8%

no.	compound	PLK1 PBD block	Abeta rescue	PI5P4K alpha inh	EPAC1 ag	IL-2 act	EPAC1 antagonist	WRN helicase inh	FUS yeast rescue
31	CC12CCC3C(=CCc4cc(O)ccc43)C1CC(=NO)C2O (stereo unspecified)	-2.7%	0.1%	-4.9	-4.3%	1.1	9.7%	4.5%	.
32	CCc1ccc(-c2cc(N)n(-c3ccccc3)n2)cc1	3.2%	19.3%	7.9	7.8%	-2.2	-4.0%	-3.6%	-15.0%
33	CNS(=O)(=O)c1cccc(C(=O)OCC(=O)c2cc(C)n(CC3CCCO3)c2C)c1 (stereo unspecified)	2.4%	-12.3%	2.0	0.9%	-2.2	3.9%	-7.1%	.
34	CC(C)=CCCC1(C)C=Cc2c(c(C)cc3c2[nH]c2cc(O)ccc23)O1 (stereo unspecified)	-2.5%	-73.2%[inhibitor]	41.0	-33.5%[inhibitor]	-0.4	-23.2%	-10.4%	?
35	CC1CCCCC1NC(=O)c1ccc2c(c1)[nH]c(=O)n2C1CCCC1 (stereo unspecified)	-1.6%	9.5%	0.2	2.7%	-1.2	4.5%	-2.1%	20.5%
36	C[C@H](c1ccccc1)N1C[C@@H](COCc2ccccc2)Oc2cc(N3CCC[C@H]3CO)ccc2S1(=O)=O	-2.0%	17.1%	1.9	3.0%	-0.3	-2.9%	-4.8%	?
37	CC(=O)N1CCN(CC(=O)Nc2cccc(S(=O)(=O)N3CCCCC3)c2)CC1	5.7%	17.5%	-0.7	-3.9%	-0.2	2.2%	-3.2%	1.2%
38	Cc1cc2oc(C(=O)Nc3ccc(S(N)(=O)=O)cc3)c(C)c2cc1Cl	5.9%	-1.0%	0.5	4.6%	-0.8	3.7%	0.9%	-35.8%
39	COc1ccccc1C(=O)N1CCN(CCNC(=O)C(=O)Nc2ccc(Br)c(C)c2)CC1	-3.6%	11.7%	3.5	0.3%	-1.6	-5.0%	-3.8%[57.1 µM]	31.5%
40	O=C(CCl)NCCNC(=O)c1cc(OCC(F)(F)F)ccc1OCC(F)(F)F	-9.5%	-16.8%	14.0	-2.6%	-0.9	-20.7%	1.1%[57.1 µM]	-7.4%
41	CCOC(=O)C1(Cc2ccc(OC)cc2)CCN(C(=O)CCc2cnccn2)CC1	-6.2%	1.7%	1.2	5.2%	-3.6	-4.2%	3.2%	-0.3%
42	CN(C)CC(C)(C)CNS(=O)(=O)c1cccc(Cl)c1Cl	-9.8%	-3.7%	2.0	-2.4%	1.0	-8.9%	-5.1%	16.4%
43	Cc1ccc(-c2nc3ncccc3o2)cc1NC(=O)C(C)(C)C	-8.4%	-13.1%	-1.7	11.8%	1.0	-1.3%	-5.6%	-5.8%
44	Cc1ccc2c(CC(=O)N3CCc4ccccc43)coc2c1	-0.5%	16.3%	0.9	13.1%	2.8	-19.9%	1.4%	4.2%
45	c1ccc(CN2CCC3(CCCc4ccccc43)CC2)cc1	9.8%	1.4%	2.8	-9.8%	-0.1	-9.0%	-3.9%	-17.7%
46	O=C(NCC1CCCO1)c1ccc(CSCc2cccc(F)c2)o1 (stereo unspecified)	-2.3%	1.4%	-1.2	2.6%	-1.5	-8.4%	-6.7%	-2.6%
47	CCOC(=O)c1ccc(N2C(=O)C(CC(N)=O)N(NC(=O)c3cccc(F)c3)C2=S)cc1 (stereo unspecified)	-23.5%	-2.7%	-1.9	4.9%	-0.2	-23.0%	0.0%	-3.1%
48	NC(=O)c1nsc(C(=O)N(CC(=O)NC2CCCCC2)c2ccc(Cl)cc2)c1N	-1.8%	-9.8%	2.8	8.2%	-1.1	6.5%	-3.6%	?
49	Cc1cccc(OCC(O)Cn2c(N3CCCCC3)nc3c2c(=O)n(C)c(=O)n3C)c1 (stereo unspecified)	5.5%	-18.0%	0.2	-11.4%	1.4	-4.7%	-0.6%	-5.8%
